MITF inh = MITF inhibitors, primary screen, biochemical, AlphaScreen, human. AlphaScreen MITF homodimerization, bead proximity signal. AID 1259374, 2018. inhibition, % at 2.6 µM. 650,000 compounds, 0.91% hits; in the data active = inhibition above about 50%;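 also: 0% = vehicle wells with protein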
GPR151 ag = activators of human GPR151, primary screen, cell-based, PathHunter beta-arrestin, luminescence. AID 1508602, 2020. PathHunter beta-arrestin GPR151 cells. activation, % at 11.2 µM. 650,000 compounds, 1% hits. G-protein coupled receptor 151 (Homo sapiens), Q8TDV0; in the data active = activation above about 4.9%;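 also: 0% = median of compound wells and 100% = cells with positive control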
Target sequence (Q8TDV0 whole entry, looked up): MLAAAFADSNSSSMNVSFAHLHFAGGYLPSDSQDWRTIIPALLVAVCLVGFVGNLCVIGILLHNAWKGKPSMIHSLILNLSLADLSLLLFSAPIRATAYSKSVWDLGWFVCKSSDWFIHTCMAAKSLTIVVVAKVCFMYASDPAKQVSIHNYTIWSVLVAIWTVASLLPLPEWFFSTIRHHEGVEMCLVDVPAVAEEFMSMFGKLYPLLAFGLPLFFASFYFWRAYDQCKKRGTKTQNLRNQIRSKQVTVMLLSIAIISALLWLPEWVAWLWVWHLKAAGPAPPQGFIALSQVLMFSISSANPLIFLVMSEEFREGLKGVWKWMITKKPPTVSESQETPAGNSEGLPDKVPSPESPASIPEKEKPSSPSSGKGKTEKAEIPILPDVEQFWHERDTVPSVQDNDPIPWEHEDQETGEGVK
FBW7 act = FBW7 E3 ligase activators, primary screen, biochemical, AlphaScreen, human | F-box/WD repeat-containing protein 7 (Homo sapiens), Q969H0 | AlphaScreen FBW7–phospho-cyclin E peptide binding, activator screen | normalized activity (activation), % at 26.1 µM | 650,000 compounds, 0.13% hits | AID 1259310, 2017; in the data active = normalized activity above about 1.9%;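 also: purified mutant Fbw7 with reduced substrate affinity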
Target sequence (Q969H0 whole entry, looked up): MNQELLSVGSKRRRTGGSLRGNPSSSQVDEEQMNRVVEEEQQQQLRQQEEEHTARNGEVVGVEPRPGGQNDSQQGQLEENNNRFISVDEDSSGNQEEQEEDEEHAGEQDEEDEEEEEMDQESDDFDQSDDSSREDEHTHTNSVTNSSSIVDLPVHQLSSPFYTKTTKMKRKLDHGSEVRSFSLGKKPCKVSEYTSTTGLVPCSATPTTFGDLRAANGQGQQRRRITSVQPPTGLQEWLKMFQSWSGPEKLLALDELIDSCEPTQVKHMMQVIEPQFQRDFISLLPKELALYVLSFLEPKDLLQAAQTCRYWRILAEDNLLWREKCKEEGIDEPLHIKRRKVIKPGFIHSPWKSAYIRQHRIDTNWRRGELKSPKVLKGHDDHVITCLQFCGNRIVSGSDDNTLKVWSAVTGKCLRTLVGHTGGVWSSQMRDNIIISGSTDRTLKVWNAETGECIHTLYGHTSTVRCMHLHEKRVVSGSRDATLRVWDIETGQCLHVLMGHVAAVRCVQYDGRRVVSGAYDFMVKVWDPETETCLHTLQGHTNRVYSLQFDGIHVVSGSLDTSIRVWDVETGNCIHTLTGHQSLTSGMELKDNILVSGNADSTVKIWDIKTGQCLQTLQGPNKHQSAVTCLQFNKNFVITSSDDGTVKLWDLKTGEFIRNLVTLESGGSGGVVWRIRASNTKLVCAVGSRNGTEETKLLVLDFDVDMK
TEAD-YAP block = TEAD-YAP interaction inhibition, primary screen, TEAD-YAP interaction inhibitor project, luminescence, HEK-TIYL cells; TEAD-Gal4/YAP UAS-luciferase luminescence; inhibition, % at 9.12 µM; 640,000 compounds, 1.4% hits; AID 1259422, 2018; in the data active = inhibition above about 32%;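 also: 0% = median of test compound wells and 100% = reference inhibitor wells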
Active calls of the source: *; . = no result given.

SMILES | MITF inh | GPR151 ag | FBW7 act | TEAD-YAP block
CCOC(=O)c1oc2cc(OC(=O)C(C)C)ccc2c(=O)c1-c1nc2ccccc2s1 | 7 | 1.3 | 0.3 | 4
CCCCOC(=O)COc1cc2oc(=O)cc(-c3ccccc3)c2cc1Cl | 6 | -0.6 | -0.1 | 9
CCOC(=O)C1C(=O)NCC2CCCC21 (centres undefined) | -4 | -1.0 | 0.1 | 15
COc1ccc(C(=O)OCc2ccc(Br)cc2)cc1[N+](=O)[O-] | -7 | -1.7 | 0.0 | -3
CCOc1ccc(-n2nc(C(=O)Nc3ccc(C)cc3Br)c3ccccc3c2=O)cc1 | 4 | 0.7 | 0.2 | -14
COc1ccc(S(=O)(=O)N2CCC(C)CC2)cc1OC | 12 | -1.7 | 0.1 | -4
COc1ccc(OC)c(C2C(C#N)=C(C)NC3=C2C(=O)CCC3)c1 (centres undefined) | 10 | -0.8 | 0.0 | 13
CC1=C(Sc2nc3ccccc3[nH]2)CS(=O)(=O)C1 | -14 | 2.1 | 0.0 | 10
CCOC(=O)c1sc2ncn(/N=C/c3ccco3)c(=O)c2c1C | 11 | 1.1 | -0.1 | 2
CCNc1ccc(N2CCC(C(=O)NCc3nc4ccccc4[nH]3)CC2)nn1 | 19 | -0.2 | -0.1 | -1
CC(C)(C)c1ccc(CSC2CCCCC2OC(=O)CCN2CCOCC2)cc1 (centres undefined) | 7 | -0.1 | -0.1 | -72
Cc1ccc(OCC(=O)OCC(=O)NC(C)(C)C)cc1C | -6 | -2.5 | -0.2 | -4
CCc1ccccc1N(CC(=O)NC1CCCCC1)C(=O)CCC(=O)Nc1nccs1 | -2 | -0.3 | 0.0 | 4
O=C(C1=C(O)C(=O)N(CCN2CCOCC2)C1c1cccc(Br)c1)c1cccs1 (centres undefined) | 0 | -1.5 | -0.2 | 2
CCOC(=O)C1=C(C)NC(=O)NC1c1ccc(F)cc1F (centres undefined) | -1 | -0.2 | 0.2 | 2

Profiles, quoted from the list. Values in the order: MITF inh	GPR151 ag	FBW7 act	TEAD-YAP block
Entry for COc1ccc(S(=O)(=O)N2CCC(C)CC2)cc1OC → 12	-1.7	0.1	-4
Entry for CCCCOC(=O)COc1cc2oc(=O)cc(-c3ccccc3)c2cc1Cl → 6	-0.6	-0.1	9

Further entries follow:
SMILES | MITF inh | GPR151 ag | FBW7 act | TEAD-YAP block
COc1ccc(OCC2c3cc(OC)c(OC)cc3CCN2C(=O)COc2ccc(Cl)cc2Cl)cc1 (centres undefined) | 28 | -0.2 | 0.3 | 7
OCCC1CN(Cc2ccc3c(c2)OCCO3)CCN1CCc1ccccc1 (centres undefined) | -3 | 1.7 | 0.0 | 3
CS(=O)(=O)N1CCN(c2ccc([N+](=O)[O-])c(Sc3cccc4cccnc34)c2)CC1 | 4 | -1.0 | 0.1 | -2
CC(=O)OCCCNc1cc(N(C)Cc2ccccc2)c2nonc2c1[N+](=O)[O-] | 19 | 0.3 | 0.3 | -25
O=C(O)c1cccc(S(=O)(=O)NCc2cccs2)c1 | -5 | 0.0 | 0.8 | 3
CCCCOC(=O)C1=C(C)NC2=C(C(=O)CC(C)(C)C2)C1c1ccccc1 (centres undefined) | 1 | -0.7 | 0.5 | -4
Cc1cc(C)c(C)c(OCCCN2CCOCC2)c1 | 40 | -0.7 | -0.1 | 4
CC1CCc2c(sc3nc(C4CC4)nc(N4CCN(C(=O)c5cccnc5)CC4)c23)C1 (centres undefined) | 10 | -0.4 | 0.0 | 2
Cc1ccc(-n2c(-c3ccc(Br)cc3)nc3c(cnn3-c3ccccc3)c2=O)cc1 | -3 | -0.3 | 0.0 | -4
CCOC(=O)C1CSC(CC(=O)Nc2ccc(OC)cc2)C(=O)N1 (centres undefined) | -3 | 0.1 | -0.1 | -3
CCOC(=O)CCNC(=O)N1CCC(CCOc2ccccc2)(C(=O)OCC)CC1 | 4 | -0.8 | 0.0 | 11
Cc1ccc(-c2cc3nc(-c4ccccc4)cc(C(F)(F)F)n3n2)cc1 | -13 | 0.6 | 0.0 | 3
Cc1nn(C)c(C)c1S(=O)(=O)NCc1ccc2c(c1)CCO2 | 9 | 0.6 | 0.1 | -1
Cc1ccccc1C1c2[nH]c3ccccc3c2CCN1C(=O)CCCn1cncn1 (centres undefined) | -12 | -0.5 | 0.1 | 25
COc1cc(/C=C2\SC(=S)N(C)C2=O)cc(OC)c1O | 25 | -1.3 | 0.5 | 10
CCOC(=O)CCCN(Cc1ccc(F)cc1)S(=O)(=O)c1ccc([N+](=O)[O-])cc1 | 2 | 0.4 | -0.3 | 5
Cc1ccccc1C(=O)N(c1ccc(F)cc1)C1C=CS(=O)(=O)C1 (centres undefined) | 21 | 4.2 | 0.6 | -5
Cc1ccc(C2Nn3c(C)nnc3SC2C(=O)Nc2ccccc2C(F)(F)F)cc1 (centres undefined) | -2 | -0.5 | -0.1 | 4
CC(=O)NCCC(=O)Nc1nnc(SCc2ccc(F)cc2)s1 | 7 | 0.6 | 0.0 | -10
CC(=O)c1cccc(-c2nc(NCCOc3ccccc3)c3ncn(C4CCCCC4)c3n2)c1 | -6 | 3.9 | 0.1 | -4
COc1ccccc1OCc1nnc(SCC(=O)N2CCCC2)o1 | 17 | 0.0 | 0.2 | -12
CCN(CC)S(=O)(=O)c1ccc2[nH]c3nc(SCC(=O)Nc4ccc(C)cc4)nnc3c2c1 | 14 | -0.1 | -0.1 | -8
CCOC(=O)C1=C(C)N=c2s/c(=C/c3ccccc3O)c(=O)n2C1c1cc(OC)c(OC)cc1Br (centres undefined) | 17 | -0.5 | 0.7 | 8
Cc1ccc(Nc2nc(N3CCN(C)CC3)nc3[nH]ncc23)cc1 | 2 | 0.6 | 0.1 | -12
O=C(COC(=O)c1ccc([N+](=O)[O-])o1)NC(=O)NCc1ccccc1 | 13 | 0.8 | 0.3 | -1
Cc1ccc(CC(=O)NCc2ccccc2Cl)cc1 | -15 | -1.6 | -0.1 | -25
CCC(Oc1ccccc1)C(=O)N1CCN(c2ccc([N+](=O)[O-])cc2)CC1 (centres undefined) | 10 | -0.4 | 0.0 | 10
CC1(C)CC(=O)C2=C(C1)N(Cc1ccccc1)C(=O)C2(NC(=O)C1CC1)C(F)(F)F (centres undefined) | -6 | -0.5 | -0.1 | -7
O=C(NCC(=O)N1CCC(Cn2cnc3ccccc32)CC1)c1ccccc1 | 56* | 0.2 | -0.4 | 0
Cc1ncc2c(c1CNC(=O)C1CCCO1)CCN(C(=O)c1cc3ccccc3n1C)C2 (centres undefined) | -10 | 0.1 | -0.2 | -8

Some of the entries above in another layout:
smiles	MITF inh	GPR151 ag	FBW7 act	TEAD-YAP block
Cc1ccccc1C(=O)N(c1ccc(F)cc1)C1C=CS(=O)(=O)C1 (centres undefined)	21	4.2	0.6	-5
Cc1ccc(C2Nn3c(C)nnc3SC2C(=O)Nc2ccccc2C(F)(F)F)cc1 (centres undefined)	-2	-0.5	-0.1	4
CC(=O)NCCC(=O)Nc1nnc(SCc2ccc(F)cc2)s1	7	0.6	0.0	-10
CC(=O)c1cccc(-c2nc(NCCOc3ccccc3)c3ncn(C4CCCCC4)c3n2)c1	-6	3.9	0.1	-4
COc1ccccc1OCc1nnc(SCC(=O)N2CCCC2)o1	17	0.0	0.2	-12
CCN(CC)S(=O)(=O)c1ccc2[nH]c3nc(SCC(=O)Nc4ccc(C)cc4)nnc3c2c1	14	-0.1	-0.1	-8
CCOC(=O)C1=C(C)N=c2s/c(=C/c3ccccc3O)c(=O)n2C1c1cc(OC)c(OC)cc1Br (centres undefined)	17	-0.5	0.7	8
Cc1ccc(Nc2nc(N3CCN(C)CC3)nc3[nH]ncc23)cc1	2	0.6	0.1	-12
O=C(COC(=O)c1ccc([N+](=O)[O-])o1)NC(=O)NCc1ccccc1	13	0.8	0.3	-1
Cc1ccc(CC(=O)NCc2ccccc2Cl)cc1	-15	-1.6	-0.1	-25
CCC(Oc1ccccc1)C(=O)N1CCN(c2ccc([N+](=O)[O-])cc2)CC1 (centres undefined)	10	-0.4	0.0	10
CC1(C)CC(=O)C2=C(C1)N(Cc1ccccc1)C(=O)C2(NC(=O)C1CC1)C(F)(F)F (centres undefined)	-6	-0.5	-0.1	-7

Continued:
SMILES | MITF inh | GPR151 ag | FBW7 act | TEAD-YAP block
O=C(Nc1ccc(Cl)cc1Cl)c1cc2nc(-c3ccc([N+](=O)[O-])cc3)cc(C(F)(F)F)n2n1 | -2 | -0.2 | 0.1 | -1
CC(=O)c1ccccc1OCCOc1ncnc2sccc12 | 1 | -1.8 | -0.1 | -33
O=C(Nc1ccc2[nH]ncc2c1)C1CCN(C(=O)C(O)c2ccc(Cl)cc2)CC1 (centres undefined) | 21 | -0.9 | 1.1 | 7
CCC(C)NC(=O)/C=C/c1ccc(C)cc1 (centres undefined) | 28 | -1.9 | 0.3 | -45
COC(=O)c1ccccc1S(=O)(=O)N1CCCC(N2CCOCC2)C1 (centres undefined) | -6 | -0.3 | -0.2 | 3
O=C(O)/C(=C/C=C/c1ccccc1)NC(=O)c1ccccc1 | 6 | 0.8 | 0.0 | 5
CC1c2cccn2CCN1C(=O)CCC1(Cc2cccs2)CCC(=O)N1 (centres undefined) | 4 | 0.6 | 0.5 | 13
CC(=O)Nc1cccc2nc(CN3CCN(CC=C(C)C)C(CCO)C3)ccc12 (centres undefined) | 7 | -0.9 | 0.0 | -2
COCc1cc(C)nc(SCC(=O)Nc2ccccc2N2CCOCC2)c1C#N | -4 | 2.7 | 0.0 | 1
C=CCOCC(O)Cn1c(N2CCCCCC2)nc2c1c(=O)n(C)c(=O)n2C (centres undefined) | -4 | 0.2 | -0.1 | 3
CCN1CCc2c(sc(NC(=O)c3ccc([N+](=O)[O-])o3)c2C(N)=O)C1 | 18 | -2.3 | -0.1 | 13
COC(=O)c1cc(Nc2ccc(OC)cc2OC)c2cccc(F)c2n1 | 8 | 2.5 | -0.1 | 14
CCCn1ncc(CN2CCN(C)C(CCO)C2)c1C (centres undefined) | 13 | 0.2 | 0.1 | -10
CCCc1cc(NCc2ccc3c(c2)OCO3)n2ncnc2n1 | 17 | -0.6 | 0.3 | 4
CCN(CC)S(=O)(=O)c1ccc(OC)c(NS(=O)(=O)c2ccc3ccccc3c2)c1 | 11 | -2.2 | 0.5 | -1
Cc1cc(NC(=O)CSc2nc3ccccc3[nH]2)no1 | 2 | 0.1 | -0.1 | -10
O=[N+]([O-])/C(C(SCCO)=C(Cl)Cl)=C1/OCCS1 | 20 | -0.8 | -0.3 | -1
O=S(=O)(Cc1ccc(F)cc1)NCC1(O)CCCC1 | 18 | -1.7 | 0.5 | -5
CN(C)CCCOc1ccc(-c2ccccc2Cl)cn1 | 16 | 0.7 | 0.0 | -13
CCCc1cc(=O)[nH]c2nnc(SCC(=O)NCc3ccccc3)n12 | -5 | -1.1 | 0.2 | 7
COc1ccccc1C(=O)O/N=C(\N)c1ccccc1Cl | 4 | 0.2 | 0.1 | -32
CCc1ccc(C2NC(=O)NC(C)=C2C(=O)OC2CCCCCCC2)cc1 (centres undefined) | 7 | 0.6 | -0.1 | 9
OCc1ccc(-c2ccc(-c3ccc(CO)s3)o2)s1 | -6 | -0.1 | . | .
O=C1C2C3CCC(C3)C2C(=O)N1Cc1ccccc1 (centres undefined) | -4 | 1.1 | -0.3 | -3
CCN1CCN(CC(O)COc2ccc(OC)cc2)CC1 (centres undefined) | 3 | -0.1 | -0.1 | -3
CCCCC[C@H](O)/C=C/[C@@H]1[C@H]2C[C@H](CCCCC(=O)O)O[C@H]2C[C@H]1O | -6 | 2.5 | . | .
COC(=O)COc1ccc(S(=O)(=O)NCCc2ccc(OC)c(OC)c2)cc1 | -6 | -0.1 | -0.1 | -5
Cn1c(CN2CC(c3ccccc3)CC2=O)n[nH]c1=S (centres undefined) | 15 | -0.8 | 0.1 | -3
COc1ccc(CNCC2CCC(C(=O)O)CC2)cc1 (centres undefined) | 4 | 1.9 | -0.2 | 7
COc1ccc(C)cc1-n1c(SCC(=O)N(C)C)nc2sc(C)c(C)c2c1=O | -7 | 2.1 | -0.1 | -1
COc1ccc(C2=N/C(=C\c3coc4ccccc4c3=O)C(=O)O2)cc1Br | 3 | 0.4 | -0.1 | 0
CCOc1cc(C2C3=C(CCCC3=O)NC3=C2C(=O)CCC3)cc(Cl)c1OC | 6 | 0.1 | 0.0 | 10
Cn1c(=NC(=O)c2ccc(S(=O)(=O)N3CCCCCC3)cc2)sc2c3ccccc3ccc21 | -13 | 0.8 | 0.0 | 2
COC(=O)c1ccc2c(=O)n(-c3ccc(C)c(F)c3)c(=S)[nH]c2c1 | 3 | -0.6 | 0.0 | -15
O=C(NCCOc1ccccc1)c1ccnc(NC2CCC(O)CC2)c1 (centres undefined) | -4 | -0.8 | -0.1 | -13
CCOC(=O)c1ccc(COC(=O)c2ccc(C=O)cc2)cc1 | 10 | -0.1 | 0.0 | -5
COc1cc2c(cc1NC(=O)c1ccc(C)cc1)oc1ccccc12 | 10 | -0.1 | 0.2 | -1
Nc1cc(N)nc(SCC(=O)Nc2cccc(F)c2)n1 | -1 | 2.1 | 0.0 | -8
CCN(CC)C(=O)Cn1c(=O)n(Cc2ccccc2)c(=O)c2c3c(sc21)CCC3 | -17 | -1.1 | 0.0 | -5
COCCn1c(C2COc3ccccc3O2)nc2ccc(-c3ccncc3)cc21 (centres undefined) | 8 | 0.4 | -0.1 | 1
C/C=C/Cn1c(SCC(N)=O)nc2c1c(=O)[nH]c(=O)n2C | -4 | -1.2 | -0.1 | 6
CCOCCCNC(=O)C(C)n1c(C)c2cnn(-c3ccccc3)c(=O)c2c1C (centres undefined) | 6 | 0.3 | -0.4 | 2
CCOc1ccccc1NC(=O)c1cc(OC)c(OC)cc1OC | 4 | -0.3 | 0.0 | 2

Screening results (PubChem BioAssay)
